Screening data deposited in PubChem by several laboratories.
E coli Lon inh = inhibits E. coli Lon protease; AID 602123; 0.42% of 360,000 active; inhibition, % at 7.94 µM; purified E. coli Lon protease, fluorescence polarization; in the data active = inhibition above about 13%, passing the limit was not always enough;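 note: 0% = enzyme with probe and DMSO and 100% = no enzyme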
FAS-TE inh = blocks the thioesterase domain of human fatty acid synthase | recombinant FAS-TE, OMFH fluorogenic substrate, fluorescence endpoint | P49327 | inhibition, % at 15 µM | AID 602261 | 0.67% of 360,000 active;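 active = compounds whose normalised, plate-corrected inhibition of enzyme fluorescence in the single-dose primary screen is 50% or more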;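 note: 0% = DMSO with enzyme and 100% = substrate without enzyme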
bovine MsrA act = activates bovine MsrA enzyme; purified bovine MsrA, absorbance read-out; activation, % at 10.6 µM; 0.3% of 360,000 active; AID 602163; in the data active = activation above about 7.5%;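 note: 0% = vehicle and 100% = reference activator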
Neddylation inh = cullin neddylation inhibition; P61081+Q13564; TR-FRET cullin neddylation, biochemical; calls only at 25 µM; 0.58% of 360,000 active; in the data active = inhibition above about 36%
MT1-MMP act inh = inhibitors of human MT1-MMP activation. P50281. HT1080 RFP-PRO-GFP cells, GFP/RFP ratio fluorescence, overnight; percent of plate control window, DMSO zero. GFP/RFP ratio change, % at 20 µM. 0.061% of 360,000 active;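 active = GFP/RFP ratio change of at least 30% with cell ATP level not reduced by more than half and red fluorescence within 50% of control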; note: strong numbers were not always called active
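Material: RFP-PRO-GFP reporter HT1080 cells. Dosing: single-point 20 µM compound, 1% DMSO. Controls: DMSO and RFP-L50D-GFP cell wells. Timing: cells overnight before dosing, compound overnight, 37 °C, 5% CO2. Measure: GFP/RFP fluorescence ratio.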
PABP1 MLLE inh = inhibitors of microRNA-mediated deadenylation, human PABP1 MLLE binding; P11940; GST-MLLE / FITC-PAM2 fluorescence polarization; inhibition, % at 20 µM; 0.36% of 360,000 active; in the data active = inhibition above about 35%, passing the limit was not always enough;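 note: plate controls were DMSO wells with GST-MLLE for no effect and wells lacking GST-MLLE protein for full effect; some results filed as inactive read as strong as hits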
SKN-1 block = inhibitors of C. elegans SKN-1 | inhibition, % at 21.8 µM | C. elegans VP596 Pgst-4::GFP/RFP ratio, acrylamide-induced, 24 h | AID 624304 | 0.49% of 360,000 active;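 active = interference check ratio from 0.5 to 1.5 plus GFP to RFP signal ratio inhibition reaching or exceeding a fixed threshold, cut at about 30% in these data, passing the limit was not always enough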; note: some compounds called inactive have numbers as strong as hits
Rin1-Abl PPI inh = blocks binding of human Rin1 to Abl; P00519+Q13671; TR-FRET Rin1/Abl binding, biochemical; inhibition, % at 7.35 µM; 0.4% of 360,000 active; AID 588664; in the data active = inhibition above about 5%, passing the limit was not always enough
Target sequence (P00519 whole entry, looked up): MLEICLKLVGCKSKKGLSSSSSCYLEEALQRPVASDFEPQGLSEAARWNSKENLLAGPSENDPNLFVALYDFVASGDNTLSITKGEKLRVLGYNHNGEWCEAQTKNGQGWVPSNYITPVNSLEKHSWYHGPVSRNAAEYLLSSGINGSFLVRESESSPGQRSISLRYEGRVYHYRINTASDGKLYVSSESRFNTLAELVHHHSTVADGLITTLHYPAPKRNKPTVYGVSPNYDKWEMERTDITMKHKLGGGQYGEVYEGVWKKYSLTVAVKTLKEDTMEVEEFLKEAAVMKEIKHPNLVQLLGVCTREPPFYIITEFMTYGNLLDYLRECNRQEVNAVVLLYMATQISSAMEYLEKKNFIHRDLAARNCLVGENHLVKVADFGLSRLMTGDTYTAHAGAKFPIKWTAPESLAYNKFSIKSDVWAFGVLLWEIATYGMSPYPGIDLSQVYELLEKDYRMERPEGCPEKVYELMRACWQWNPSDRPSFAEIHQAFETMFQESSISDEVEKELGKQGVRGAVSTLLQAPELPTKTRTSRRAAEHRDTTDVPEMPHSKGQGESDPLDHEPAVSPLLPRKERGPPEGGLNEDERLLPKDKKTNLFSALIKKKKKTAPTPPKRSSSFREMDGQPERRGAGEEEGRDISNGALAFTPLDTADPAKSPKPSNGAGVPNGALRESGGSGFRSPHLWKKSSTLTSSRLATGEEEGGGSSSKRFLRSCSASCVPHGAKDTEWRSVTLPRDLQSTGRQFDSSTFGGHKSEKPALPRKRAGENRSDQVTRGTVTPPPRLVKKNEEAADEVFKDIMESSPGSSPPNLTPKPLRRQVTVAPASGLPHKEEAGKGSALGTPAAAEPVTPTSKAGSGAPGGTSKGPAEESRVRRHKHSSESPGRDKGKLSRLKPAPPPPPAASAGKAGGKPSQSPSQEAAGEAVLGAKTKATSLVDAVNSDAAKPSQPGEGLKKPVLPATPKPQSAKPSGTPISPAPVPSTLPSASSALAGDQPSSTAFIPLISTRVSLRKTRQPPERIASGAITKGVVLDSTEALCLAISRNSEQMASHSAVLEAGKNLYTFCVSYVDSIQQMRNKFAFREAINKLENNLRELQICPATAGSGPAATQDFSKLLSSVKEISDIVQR
Target sequence (Q13671 whole entry, looked up): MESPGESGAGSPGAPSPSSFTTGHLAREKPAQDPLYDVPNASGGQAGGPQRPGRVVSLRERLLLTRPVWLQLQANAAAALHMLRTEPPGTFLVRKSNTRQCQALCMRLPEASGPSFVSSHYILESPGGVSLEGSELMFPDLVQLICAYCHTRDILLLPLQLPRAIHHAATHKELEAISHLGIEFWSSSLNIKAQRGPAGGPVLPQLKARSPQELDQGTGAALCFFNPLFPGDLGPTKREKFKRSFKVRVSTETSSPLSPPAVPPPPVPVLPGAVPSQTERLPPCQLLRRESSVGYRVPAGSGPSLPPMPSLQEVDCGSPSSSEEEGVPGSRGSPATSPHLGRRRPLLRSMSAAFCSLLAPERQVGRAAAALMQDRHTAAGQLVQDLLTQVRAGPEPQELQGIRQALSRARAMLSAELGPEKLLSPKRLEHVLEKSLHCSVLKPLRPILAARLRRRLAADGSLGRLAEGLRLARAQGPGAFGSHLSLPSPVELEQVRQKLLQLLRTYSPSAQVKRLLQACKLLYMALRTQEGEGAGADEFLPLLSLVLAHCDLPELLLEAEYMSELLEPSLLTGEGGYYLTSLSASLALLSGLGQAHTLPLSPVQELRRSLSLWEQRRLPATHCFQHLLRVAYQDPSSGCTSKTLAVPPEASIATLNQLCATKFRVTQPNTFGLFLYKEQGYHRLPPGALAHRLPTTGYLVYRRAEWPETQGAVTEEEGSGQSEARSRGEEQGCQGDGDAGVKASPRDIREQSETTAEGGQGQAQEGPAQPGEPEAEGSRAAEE
CendR NRP1 mod = NRP-1/CendR interaction modulation; O14786; FAM-RPARPAR peptide binding to NRP-1, fluorescence polarization; inhibition, % at 25 µM; 0.85% of 360,000 active;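 active = inhibition or corrected inhibition above about 18%, plus a signal ratio from 0.5 to 1.5, limit read from the data, passing the limit was not always enough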; note: strong numbers were not always called active
An asterisk follows results filed as active; i = inactive; . = not tested or not shown.

SMILES	E coli Lon inh	FAS-TE inh	bovine MsrA act	Neddylation inh	MT1-MMP act inh	PABP1 MLLE inh	SKN-1 block	Rin1-Abl PPI inh	CendR NRP1 mod
Fc1ccc(CSc2ccc(-c3cccs3)nn2)cc1	2	-3	-5	i	5	-11	15	-3	-2
O=C(Cn1cc([N+](=O)[O-])ccc1=O)NCC(=O)Nc1ccc(F)c(F)c1F	-7	-1	-4	i	-1	1	18	3	14
CCn1cc(C(=O)OC)c(=O)c2ccc(C)nc21	14	-8	-4	i	7	2	-9	1	1
CCN(Cc1ccncc1)C(=O)c1cc(COc2c(C)cccc2C)on1	-9	2	-2	i	-5	11	20	-1	-2
CCCc1ccc2oc(C(=O)N(Cc3ccncc3)CC3CCCO3)c(C)c2c1 (configuration not stated)	-3	14	-4	i	-13	7	13	-1	2
N/C(=N\OC(=O)c1ccco1)c1ccc(Br)cc1	3	0	-2	i	2	3	50*	1	-1
CCOc1ccc(CONS(=O)(=O)c2ccc(NC(C)=O)cc2)cc1Cl	-2	11	-4	i	-4	-3	8	0	6
CC1(NC(=O)NCCCCCCNC(=O)NC2(C)CCS(=O)(=O)C2)CCS(=O)(=O)C1 (configuration not stated)	0	-3	-2	i	-2	0	-1	-1	6
Cc1ccc(C(=O)Nc2ccnc(-c3cccnc3)n2)cc1	3	-3	-8	i	5	-14	3	2	-4
Cc1ccc(N(CC(=O)Nc2ccc3c(c2)OCCO3)S(C)(=O)=O)cc1	8	-2	-4	i	1	1	-2	-3	12
COc1ccc(NS(=O)(=O)c2cc(NC(=O)CCc3ccccc3)ccc2N2CCOCC2)cc1	-1	22	-3	i	-2	0	3	1	1
COc1ccc(CCN2CC(C(=O)NCc3c(C)n[nH]c3C)CCC2=O)cc1 (configuration not stated)	5	2	-2	i	-5	3	-1	6	1
Cc1nc2nc(C)c(C)nc2nc1C	-1	-7	-8	i	0	-2	-5	2	-5
COC(=O)c1ccc(CN2CCN(CCCc3ccccc3)C(CCO)C2)cc1 (configuration not stated)	3	-4	1	i	-2	4	-3	1	-1
CN(CC(=O)Nc1cccc(C(F)(F)F)c1)C1=NS(=O)(=O)c2ccccc21	0	-9	-2	i	4	-14	-7	9.9*	-4
CCOC(=O)c1c(NC(=O)c2ccoc2C)sc(C)c1C	-10	6	-8	.	-1	10	2	-2	-2
CC(C)c1ccc(NC(=O)C(c2ccccc2)N2CCOCC2)cc1 (configuration not stated)	-10	1	-2	i	3	6	16	3	0
O=C(NCCc1ccc(C(F)(F)F)cc1)c1ccc2c(c1)OCO2	-9	-1	-1	i	2	-9	10	-1	-13
COc1ccc([N+](=O)[O-])cc1NC(=O)C(C)OC(=O)c1ccccc1C(=O)c1ccc(Cl)cc1 (configuration not stated)	1	58*	-3	i	-7	11	2	-2	-6
CCN(CC(=O)Nc1ccc(OC)cc1)C(=O)c1ccc(=O)n(Cc2ccccc2)n1	-15	0	-2	i	-8	5	1	1	5
COC(=O)c1c(NC(=O)C(C)C)sc2c1C(C(=O)OC)CC2 (configuration not stated)	-6	-3	-4	i	-2	-5	14	-1	2
O=C(Cn1cnc2ccc(Cl)cc2c1=O)NC1CCS(=O)(=O)C1 (configuration not stated)	1	-3	-7	i	-3	18	-2	6	7
COc1cccc(CC2(CO)CCCN(Cc3ccccc3-c3ccco3)C2)c1 (configuration not stated)	-8	23	-6	i	-7	-21	2	2	-21
Cc1ccccc1N1C(=O)C(Cl)=C(N2CCCCCC2)C1=O	13	11	-1	i	-3	1	13	-4	1
O=C1/C(=C/c2ccccc2)CCCc2ccccc21	-2	13	-4	i	0	0	47*	-1	10
CCOC(=O)c1c(C)[nH]c(N=Nc2cc(C(=O)O)cc(C(=O)O)c2)c1C	-1	-4	-3	i	-8	1	-7	3	-21
Cc1ccc(NC(=O)c2cccc(OCc3c(C)noc3C)c2)cc1	5	2	-13	i	3	-3	-2	5	-8
COc1ccc(CNN2CCCCC2C(=O)Nc2ccc(OC)c(OCC(C)C)c2)cc1OC (configuration not stated)	-10	0	-3	i	-1	-102	6	-1	9
S=c1[nH]nc(COc2ccccc2)n1Cc1ccccc1	9	-1	0	i	6	-27	6	-1	15
CC(C)C[C@H]1CNC(=S)N1CC1CCN(CCCC2CCCC2)CC1	-4	-4	0	i	1	-53	-2	-6	-10
CN1CCN(/N=C/c2ccc(-c3ccccc3)cc2)CC1	-1	-4	-5	i	-3	12	79*	0	4
COC(=O)C(NS(=O)(=O)c1ccccc1Cl)c1ccccc1 (configuration not stated)	-10	-6	-2	i	-6	-1	-8	-1	1
Cc1ccc(/C(O)=C2\C(=O)C(=O)N(C)C2c2ccccc2[N+](=O)[O-])cc1 (configuration not stated)	-4	-4	2	i	-1	14	-13	1	12
CC(C)(C)SCCNC(=O)CN1C(=O)c2ccccc2S1(=O)=O	4	-5	-2	i	0	3	-6	-1	2
Brc1cc(Br)c2ncnc(N3CCCCC3)c2c1	1	2	-2	i	-1	4	-16	-81	7
Cc1cc(S(=O)(=O)N(Cc2ccccc2Cl)c2ccc3c(c2)CCC3)ccc1-n1cnnn1	-4	42	-2	i	10	9	4	2	6
O=C1c2ccccc2-c2onc3c(N4CCN(CCO)CC4)cc(N4CCN(C(=O)c5ccco5)CC4)c1c23	4	3	-3	i	2	-76	54	-13	136
O=[N+]([O-])c1ccc(Oc2ccc(S(=O)(=O)N3CCOCC3)cc2)cc1	-3	4	-6	i	1	-14	-15	1	10
CCc1nc(N)c(C#N)c(-c2ccc(O)c(OC)c2)c1C	-3	-3	-2	i	-3	5	-5	3	-4
CCOC(=O)/C=c1/s/c(=C/c2ccc3cc(OC)ccc3c2)c(=O)n1CC(=O)NCc1ccc2c(c1)OCO2	-21	-22	-7	i	-41	-74	-16	2	-72

Looked up by compound from the entries so far (three):
SMILES	E coli Lon inh	FAS-TE inh	bovine MsrA act	Neddylation inh	MT1-MMP act inh	PABP1 MLLE inh	SKN-1 block	Rin1-Abl PPI inh	CendR NRP1 mod
Cc1ccc(NC(=O)c2cccc(OCc3c(C)noc3C)c2)cc1	5	2	-13	i	3	-3	-2	5	-8
O=C1/C(=C/c2ccccc2)CCCc2ccccc21	-2	13	-4	i	0	0	47*	-1	10
CC(C)C[C@H]1CNC(=S)N1CC1CCN(CCCC2CCCC2)CC1	-4	-4	0	i	1	-53	-2	-6	-10

The listing continues.
SMILES	E coli Lon inh	FAS-TE inh	bovine MsrA act	Neddylation inh	MT1-MMP act inh	PABP1 MLLE inh	SKN-1 block	Rin1-Abl PPI inh	CendR NRP1 mod
O=C1c2cccc([N+](=O)[O-])c2C(=O)N1c1c[nH]c(=O)[nH]c1=O	0	-4	-2	i	7	-4	-3	4	-2
Cc1nc(SCC(=O)c2ccccc2)n[nH]1	-3	-10	1	i	3	15	0	1	-1
CCc1cccc(Nc2c3c(nc4ncnn24)CCC3)c1	3	-3	-3	i	1	2	0	2	4
O=C(C1CCCO1)N1CCN(S(=O)(=O)c2cc(F)ccc2F)CC1 (configuration not stated)	5	-8	-4	i	-5	15	-1	-2	-4
CCCC(=O)Nc1cc(OC)c(OC)cc1C(=O)O	9	-6	-2	i	7	-3	5	-2	13
O=C(Nc1nnc([C@@H]2C[C@H](O)[C@@H](CO)O2)s1)c1cccc(Oc2ccccc2)c1	-2	-3	-3	i	0	-2	4	4	8
CCc1nc(SCc2ccc(OCC(C)C)cc2)n[nH]1	-7	-1	-2	i	-2	-13	4	3	-1
Cc1[nH]n(-c2ccccc2)c(=S)c1C=Nc1cccc([N+](=O)[O-])c1	6	-2	0	i	-10	-12	6	-1	24*
COc1ccc(C(=O)NN)cc1	3	-5	-2	i	-2	5	7	3	-4
CCNC(=O)C1(C)CCCN(C(=O)c2sccc2C)C1 (configuration not stated)	13	-5	1	i	12	-2	19	-1	15
COc1ccccc1CNC(=O)CCC(=O)Nc1nnc(C(C)C)s1	1	-10	0	i	2	6	-20	2	3
Cc1cc(=O)oc2cc(NC(=O)C3CC(=O)N(Cc4ccccc4)C3)ccc12 (configuration not stated)	-2	0	-3	.	8	6	-10	0	-5
CCOC(=O)N/N=C\c1ccc(-c2cc(Cl)ccc2Cl)o1	-4	11	-2	i	0	-1	5	-3	10
CCNC(=O)CN(c1ccc(C)cc1)S(=O)(=O)c1ccccc1	3	-7	-5	i	0	3	33	2	15
COc1ccc(CCNC(=O)C2CCN(c3ccc(N4CCOCC4)nn3)CC2)c(OC)c1	4	-4	-2	.	2	7	4	-3	0
CCOc1cc2[nH]c(=S)n(CC3CCCO3)c(=O)c2cc1OCC (configuration not stated)	0	-6	3	i	5	-42	-2	4	-8
CC(=O)Nc1sc(C)c(C)c1C(=O)OCC(=O)Nc1ccccc1C(F)(F)F	-5	-3	-3	i	0	-1	7	3	8
OC(COc1ccc2c(c1)OCO2)CN1CCN(c2ccccc2)CC1 (configuration not stated)	2	-5	-2	i	4	-11	-7	0	5
CCN=c1scc(-c2cccs2)n1/N=C/c1cc(OC)ccc1O	6	28	-3	i	3	0	1	1	-14
Cc1ccc(Cl)cc1NS(=O)(=O)Cc1ccccc1	-3	5	0	i	1	12	1	-4	6

Only Neddylation inh and bovine MsrA act, for some of the entries so far:
structure | Neddylation inh | bovine MsrA act
CCc1cccc(Nc2c3c(nc4ncnn24)CCC3)c1 | i | -3
O=C(C1CCCO1)N1CCN(S(=O)(=O)c2cc(F)ccc2F)CC1 (configuration not stated) | i | -4
CCCC(=O)Nc1cc(OC)c(OC)cc1C(=O)O | i | -2

Further structures:
SMILES	E coli Lon inh	FAS-TE inh	bovine MsrA act	Neddylation inh	MT1-MMP act inh	PABP1 MLLE inh	SKN-1 block	Rin1-Abl PPI inh	CendR NRP1 mod
O=C(O)c1ccc(Cn2nnc3sc4c(c3c2=O)CCCC4)cc1	2	-1	-7	i	-4	-6	18	1	-38
CC(=O)N1CCc2cc(NC(=O)c3ccc(C)cc3)ccc21	-7	-3	-2	i	10	1	-2	0	6
Cc1ccc(C)c(-c2[nH]ncc2CN2CCCC(CO)(Cc3ccccc3C)C2)c1 (configuration not stated)	6	2	-1	i	-6	2	4	1	-8
CCOC(=O)c1ccc(N2C(=O)Cc3ccccc3C2=O)cc1	-8	-1	-4	i	-4	13	3	-3	20
COc1cc(C2C3=C(CC(C)(C)CC3=O)N(C)C(=O)N2C)cc(OC)c1OC (configuration not stated)	-3	-10	-1	i	-1	-11	9	-1	-5
